ABCG2 block: ABCG2 efflux pump inhibitors, primary screen, multiplex with ABCB1, IgMXP3 cells, flow cytometry; 190,000 tested, 0.1% active; JC-1 efflux; inhibition, % at 6.6 µM; AID 1325, 2008;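 active = inhibition above 80%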;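 note: 0% = DMSO and 100% = nicardipine control wells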
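Assay system – ABCG2 IgMXP3 and barcoded ABCB1 CCRF-Adr cell mix · Input – 3 million cells/mL in well · Reagent – JC-1 fluorescent substrate · Compound – single test compound dose, 6.6 µM final · Timing – 10 min exposure at 25 °C with rotation, no wash · Detection – flow cytometry of retained JC-1 fluorescence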
RGS4-Gao reg: modulators of RGS4 binding to Galphao, primary screen, biochemical, multiplexed bead flow cytometry | Guanine nucleotide-binding protein G(o) subunit alpha (Homo sapiens), P09471 | actives lie on both sides | binding response (% of control), % at 10 µM | 220,000 tested, 0.33% active; in the data active = binding response below about 49% or above about 150%; inactive = in between;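 note: fluorescent Galphao activated with aluminum fluoride binding bead-coupled RGS4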
Target sequence (P09471 whole entry, looked up): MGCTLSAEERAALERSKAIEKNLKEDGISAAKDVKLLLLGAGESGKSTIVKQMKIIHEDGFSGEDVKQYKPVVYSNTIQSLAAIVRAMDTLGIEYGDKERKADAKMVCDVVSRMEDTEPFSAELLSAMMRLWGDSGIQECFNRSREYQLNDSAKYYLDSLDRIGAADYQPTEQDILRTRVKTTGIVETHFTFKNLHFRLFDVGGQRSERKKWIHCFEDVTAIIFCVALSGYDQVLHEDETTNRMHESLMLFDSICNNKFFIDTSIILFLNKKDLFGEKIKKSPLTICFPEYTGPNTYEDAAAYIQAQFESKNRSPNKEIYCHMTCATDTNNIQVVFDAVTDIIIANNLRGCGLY
Bfl-1 Bim block: inhibitors of Bim binding to Bfl-1, primary screen, biochemical, multiplexed, bead-based flow cytometry. Bcl-2-related protein A1 (Homo sapiens), Q16548. Bim-Bfl-1 binding inhibition. inhibition, % at 10 µM. 190,000 tested, 0.12% active. AID 1008, 2008;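 note: 0% = wells without compound plus tracer and 100% = blocker peptide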
RGS7-Gao reg: RGS7-Galphao binding modulators, primary screen, biochemical, multiplexed bead flow cytometry; actives lie on both sides; Guanine nucleotide-binding protein G(o) subunit alpha (Homo sapiens), P09471; 220,000 tested, 0.35% active; AID 1439, 2008; binding response (% of control), % at 10 µM; in the data active = binding response below about 49% or above about 150%; inconclusive = no clear call, values can overlap the other calls; inactive = in between;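 note: fluorescent Galphao held in activated GDP-AlF4 state binding bead-coupled RGS7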
GSH fluor: compound fluorescence on glutathione beads, profiling panel, artefact control, biophysical, 488/530 nm, flow cytometry | fluorescence (KMESF) at 10 µM | GSH beads flow cytometry, compound fluorescence 488/530 nm; hits give high values | AID 1776, 2009 | 190,000 tested, 0.25% active; in the data active = fluorescence above about 89;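 note: glutathione beads carrying GST-tagged Bcl family fusion proteins plus one bare bead set; values are compound well signal with DMSO vehicle wells as background; inactives centre near 16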
Bim-Bcl-B: inhibitors of Bim-Bcl-B binding, primary screen, biochemical, multiplexed, human Bcl-2 family; AID 951, 2007; bead-based flow cytometry, Bim peptide-Bcl-B binding; Bcl-2-like protein 10 (Homo sapiens), Q9HD36; inhibition, % at 10 µM; 190,000 tested, 0.073% active;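 note: 0% = tracer peptide without compound and 100% = reference inhibitor peptide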
Target sequence (Q9HD36 whole entry, looked up): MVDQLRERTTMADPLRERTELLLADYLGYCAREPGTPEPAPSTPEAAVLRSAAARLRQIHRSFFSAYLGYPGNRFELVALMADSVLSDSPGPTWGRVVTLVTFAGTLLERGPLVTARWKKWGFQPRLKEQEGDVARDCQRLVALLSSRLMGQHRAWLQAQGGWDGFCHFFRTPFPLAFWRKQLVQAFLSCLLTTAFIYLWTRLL
Bim-Bcl-W: inhibitors of Bim binding to Bcl-W, primary screen, biochemical, multiplexed, bead-based flow cytometry; 190,000 tested, 0.02% active; inhibition, % at 10 µM; Bcl-2-like protein 2 (Homo sapiens), Q92843; Bim peptide-Bcl-W binding;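 note: 0% = bound tracer without compound and 100% = peptide blocker; higher means less fluorescent Bim peptide bound to Bcl-W beads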
Target sequence (Q92843 whole entry, looked up): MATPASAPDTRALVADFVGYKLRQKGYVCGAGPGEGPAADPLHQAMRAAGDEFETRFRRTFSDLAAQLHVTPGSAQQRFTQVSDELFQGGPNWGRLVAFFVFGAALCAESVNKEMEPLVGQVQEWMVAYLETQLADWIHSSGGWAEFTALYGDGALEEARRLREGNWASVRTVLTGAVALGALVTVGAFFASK
Bcl-XL Bim block: inhibitors of Bim-Bcl-XL binding, primary screen, biochemical, multiplexed, bead flow cytometry, human Bcl-XL. Bcl-2-like protein 1 (Homo sapiens), Q07817. Bim peptide-Bcl-XL binding, fluorescence. inhibition, % at 10 µM. 190,000 tested, 0.04% active. AID 1007, 2008
Target sequence (Q07817 whole entry, looked up): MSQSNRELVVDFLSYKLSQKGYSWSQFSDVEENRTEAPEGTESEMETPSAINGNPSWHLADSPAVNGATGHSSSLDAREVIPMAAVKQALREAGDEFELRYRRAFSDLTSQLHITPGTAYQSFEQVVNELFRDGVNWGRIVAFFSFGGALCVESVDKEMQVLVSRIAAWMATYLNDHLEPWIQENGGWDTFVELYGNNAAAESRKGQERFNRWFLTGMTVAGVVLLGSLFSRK
ABCB1 inh: ABCB1 efflux pump inhibitors, primary screen, cell-based, multiplex, flow cytometry, ABCG2 counter-screen | inhibition, % at 6.6 µM | ATP-dependent translocase ABCB1 (Homo sapiens), P08183 | CCRF-Adr cells, JC-1 efflux | AID 1326, 2008 | 190,000 tested, 0.067% active; in the data active = inhibition above about 40%;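 note: 0% = vehicle and 100% = reference inhibitor; higher value means more JC-1 retained so stronger ABCB1 efflux block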
Bcl-2 Bim block: inhibitors of Bim-Bcl-2 binding, primary screen, biochemical, multiplexed, human Bcl-2 family; 190,000 tested, 0.06% active; inhibition, % at 10 µM; Apoptosis regulator Bcl-2 (Homo sapiens), P10415; Bead-based flow cytometry, Bim peptide-Bcl-2 binding; in the data active = inhibition above about 40%; inconclusive = no clear call, values can overlap the other calls;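 note: 0% = no compound wells with probe peptide and 100% = reference peptide inhibitor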
Avidin bead fluor: green autofluorescence of compounds with avidin beads – biophysical, 488/530 nm, flow cytometry, artefact control, profiling panel; compound fluorescence 488/530 nm; hits give high values; fluorescence (KMESF) at 10 µM; 220,000 tested, 0.38% active; AID 1775, 2009; in the data active = fluorescence above about 47; note: inactives centre near 10
An asterisk follows results filed as active; ? = inconclusive; . = no result given. Cut-off read from the data, not from the text of the source, unless noted: active = inhibition above about 40%.

SMILES	ABCG2 block	RGS4-Gao reg	Bfl-1 Bim block	RGS7-Gao reg	GSH fluor	Bim-Bcl-B	Bim-Bcl-W	Bcl-XL Bim block	ABCB1 inh	Bcl-2 Bim block	Avidin bead fluor
CC(=O)Nc1sc(C)c(C)c1CN1CCN(Cc2ccccc2)CC1	2	96	-5	92	11	0	0	0	0.7	-4	11
Cc1ccc2oc(=O)c3cnn(CC(=O)N4CCN(c5ccccc5)CC4)c3c2c1	-1	101	-9	100	18	-4	0	-1	-1.5	-6	8
COC(=O)c1c(NC(=S)Nc2ccc(CC(=O)O)cc2)sc(C)c1C	-9	102	7	100	8	-11	0	-5	-1.3	-5	13
CCOCCCNC(=O)CCNC(=O)c1cc(OC)c(OC)c(OC)c1	24	102	-11	101	20	-6	2	-1	0.8	-13	24
Cc1ccc(C(=O)NCc2ccccn2)cc1Cl	2	99	-4	100	12	-3	-2	-1	0.4	-2	13
Cc1cc(C)c2sc(N(CCCN(C)C)C(=O)c3ccc(Br)s3)nc2c1	1	99	-6	102	15	-9	0	-1	1.0	-3	11
CCOC(=O)C(NCc1ccc2c(c1)OCO2)(NC(=O)c1ccccc1)C(F)(F)F (stereo unspecified)	2	100	-3	97	14	-1	-1	-1	0.5	-3	32
O=C(Nc1ccc(-n2cnnn2)cc1)C1CCCCC1	-1	104	-14	100	13	-7	0	-2	0.2	-6	14
Cn1nc(-c2ccccc2)c(CN2CCN(c3ncccn3)CC2)c1Cl	5	99	2	99	12	-2	-4	-1	1.8	-4	3
CCC(CC)NC(=O)CO/N=C/c1ccccc1OC(F)F	2	100	-1	101	7	-3	-1	-3	0.7	-4	8
CCOc1ccc(N(CC(=O)OC)S(=O)(=O)c2c(C)noc2C)cc1	0	102	-8	100	23	-4	0	-1	0.2	-5	6
COc1ccccc1C(=O)NCC(=O)NC1CCCc2ccccc21 (stereo unspecified)	6	101	-6	?	17	-4	-2	-3	0.2	-6	11
CCOC(=O)c1sc(NC(=O)C(C)Sc2nc(N)cc(=O)[nH]2)nc1C (stereo unspecified)	-1	103	-5	102	7	-1	1	-2	-0.6	-3	21
Cn1cc(Cl)c(C(=O)OCC(=O)Nc2nc(-c3ccc(Br)cc3)cs2)n1	7	103	0	103	24	-4	-4	-6	0.7	10	18
CCCCN(C)CCCNC(=O)CN1C(=O)CSc2ccc(S(=O)(=O)N3CCOCC3)cc21	1	103	0	102	27	-7	-1	-5	0.7	-2	4
c1cc2c(cc1C1CCCN1)OCCCO2 (stereo unspecified)	2	100	-2	102	13	-1	-2	0	0.3	-1	34
CCC(C)(C(=O)NC1CCCCC1)N(C(=O)CNC(=O)c1ccccc1)c1c(C)n(C)n(-c2ccccc2)c1=O (stereo unspecified)	-2	100	-4	96	10	-1	1	-4	-0.5	0	4
Cc1ccc(S(=O)(=O)N2C(=O)C(C)SC2=Nc2ccccc2)cc1 (stereo unspecified)	7	104	-1	103	9	-2	-2	-5	0.5	-2	5
CC1=Nc2ccccc2/C1=C/c1sc(=O)n(CC(=O)N2CCCC2)c1O	0	95	-2	94	20	0	0	0	-0.2	0	8
COc1ccc(N2C(=O)C(Cl)=C(N(CCO)Cc3ccccc3)C2=O)cc1	16	99	-11	96	32	-14	-1	-1	1.7	-8	12
CC(OC(=O)CCCc1nc2ccccc2s1)C(N)=O (stereo unspecified)	4	97	-12	100	26	-7	-3	-6	0.1	-10	11
Cc1ccccc1CNS(=O)(=O)c1ccc2c(c1)OCCO2	1	.	2	.	20	0	-1	-6	0.5	-11	.
Cc1cc(NC(=O)C2C3C(=O)N(CC4CCCO4)C(C(=O)NC(C)(C)C)C34C=CC2(C)O4)no1 (stereo unspecified)	5	100	-4	106	17	-1	-2	-1	1.8	0	12
O=C(O)C1C2CCC(O2)C1C(=O)NCCC1=CCCCC1 (stereo unspecified)	-1	99	-8	97	13	-5	0	-3	0.1	-8	10

Full records, quoted from the list.
`O=C(O)C1C2CCC(O2)C1C(=O)NCCC1=CCCCC1` (stereo unspecified) across the screens: ABCG2 block: -1; RGS4-Gao reg: 99; Bfl-1 Bim block: -8; RGS7-Gao reg: 97; GSH fluor: 13; Bim-Bcl-B: -5; Bim-Bcl-W: 0; Bcl-XL Bim block: -3; ABCB1 inh: 0.1; Bcl-2 Bim block: -8; Avidin bead fluor: 10
`CCCCN(C)CCCNC(=O)CN1C(=O)CSc2ccc(S(=O)(=O)N3CCOCC3)cc21` across the screens: ABCG2 block: 1; RGS4-Gao reg: 103; Bfl-1 Bim block: 0; RGS7-Gao reg: 102; GSH fluor: 27; Bim-Bcl-B: -7; Bim-Bcl-W: -1; Bcl-XL Bim block: -5; ABCB1 inh: 0.7; Bcl-2 Bim block: -2; Avidin bead fluor: 4
`Cn1cc(Cl)c(C(=O)OCC(=O)Nc2nc(-c3ccc(Br)cc3)cs2)n1` across the screens: ABCG2 block: 7; RGS4-Gao reg: 103; Bfl-1 Bim block: 0; RGS7-Gao reg: 103; GSH fluor: 24; Bim-Bcl-B: -4; Bim-Bcl-W: -4; Bcl-XL Bim block: -6; ABCB1 inh: 0.7; Bcl-2 Bim block: 10; Avidin bead fluor: 18

Back to the main list; the six compounds before the break are reprinted first.
SMILES	ABCG2 block	RGS4-Gao reg	Bfl-1 Bim block	RGS7-Gao reg	GSH fluor	Bim-Bcl-B	Bim-Bcl-W	Bcl-XL Bim block	ABCB1 inh	Bcl-2 Bim block	Avidin bead fluor
CC1=Nc2ccccc2/C1=C/c1sc(=O)n(CC(=O)N2CCCC2)c1O	0	95	-2	94	20	0	0	0	-0.2	0	8
COc1ccc(N2C(=O)C(Cl)=C(N(CCO)Cc3ccccc3)C2=O)cc1	16	99	-11	96	32	-14	-1	-1	1.7	-8	12
CC(OC(=O)CCCc1nc2ccccc2s1)C(N)=O (stereo unspecified)	4	97	-12	100	26	-7	-3	-6	0.1	-10	11
Cc1ccccc1CNS(=O)(=O)c1ccc2c(c1)OCCO2	1	.	2	.	20	0	-1	-6	0.5	-11	.
Cc1cc(NC(=O)C2C3C(=O)N(CC4CCCO4)C(C(=O)NC(C)(C)C)C34C=CC2(C)O4)no1 (stereo unspecified)	5	100	-4	106	17	-1	-2	-1	1.8	0	12
O=C(O)C1C2CCC(O2)C1C(=O)NCCC1=CCCCC1 (stereo unspecified)	-1	99	-8	97	13	-5	0	-3	0.1	-8	10
Cc1cc(C(F)F)nn1CC(=O)NCc1ccc(Cl)cc1Cl	-1	102	0	100	20	-8	-5	-6	-0.4	9	22
O=C(CSc1ncccn1)NCCc1ccccc1	22	107	-15	107	23	-5	0	-7	0.3	-6	31
COc1ccc(S(=O)(=O)Nc2ccc3cn[nH]c3c2)cc1C	0	104	-2	108	17	0	0	1	0.0	-2	12
COC(=O)c1cc(NC(=O)Cc2ccc(OC)c(OC)c2)cc(C(=O)OC)c1	5	102	-3	104	24	-2	0	0	1.0	-3	12
O=C1N(c2ccccc2)C(c2ccc(Cl)cc2)N2CCCN12 (stereo unspecified)	2	102	5	103	13	4	0	0	0.0	0	6
CCOC(=O)Cn1c(=O)oc2cc(S(=O)(=O)N(CCN(C)C)Cc3ccccc3)ccc21	4	102	-15	101	23	-6	-1	-3	1.1	-7	31
Cc1nc2c(C(=O)NCCC3=CCCCC3)c[nH]n2c(=O)c1Cl	0	99	0	101	9	-4	0	-4	-0.1	-4	21
Cc1cc(C)n2nnnc2c1C#N	0	99	-11	95	45	-5	4	4	0.1	-5	4
CC(=O)Nc1cccc(C(=O)/C=C/c2cccs2)c1	13	94	1	94	10	0	1	2	1.0	3	8
CCOc1ccccc1NC(=O)Cc1ccccc1OC	15	94	-15	92	35	-6	0	-3	0.1	-7	15
Cc1ccccc1NC(=O)C1C2C=CC(C3CC23)C1C(=O)O (stereo unspecified)	-1	103	0	106	11	-4	-1	-5	-0.4	-2	9
COc1ccc(NC(=S)N(CCCN2CCCCCC2)Cc2cccs2)cc1	6	100	-4	95	21	-1	2	0	-0.1	-3	10
O=C(NNC(=O)c1ccccc1C(=O)O)c1ccc(-c2ccccc2)cc1	-3	102	-4	102	8	-3	0	0	-1.0	-6	8
COc1ccc(C2CC(=O)C(C=NCCN3CCN(C(=S)Nc4ccccc4)CC3)=C(O)C2)cc1OC (stereo unspecified)	0	100	-4	100	13	-3	0	4	0.0	-3	15
CCc1nc(SCC(=O)c2ccc3c(c2)OCCO3)c2ccccc2n1	10	120	-5	111	25	-6	-2	-4	-0.1	-8	15
CCC(=O)NC(NCC1CCCO1)C(Cl)(Cl)Cl (stereo unspecified)	0	104	0	102	14	-3	-3	-4	-0.1	-1	7
Cc1ccc2[nH]c3c(c2c1)CCCC3=O	4	102	-11	104	38	-4	1	-7	0.7	-5	14
CC(C)n1c(SCCCc2ccccc2)nc2c1c(=O)[nH]c(=O)n2C	2	102	-9	100	23	-7	0	-3	-1.7	-10	7
C/C(=N\NC(=O)c1c(C)nc2ccccn12)c1ccco1	0	107	-10	108	14	-5	-1	-5	-0.1	-7	20
COc1ccc(-c2[nH]ncc2CN2CCCN(c3ccccc3)CC2)c(F)c1	10	94	-7	94	15	-10	-3	-7	1.9	-7	10
N#Cc1cn(-c2ccccc2)nc1-c1cc2ccccc2oc1=O	6	93	-1	89	28	0	-2	-1	0.4	0	10
O=C(Cn1c(NCCCO)nc2ccccc21)c1ccco1	7	104	-1	104	20	-2	-5	-5	0.6	-2	5
c1ccc(-n2nnnc2NC2CCCCCC2)cc1	0	99	1	99	16	1	1	1	-0.1	0	31
C/C(=C\C(=O)c1ccc(F)cc1)NCc1ccc2c(c1)OCO2	2	105	0	101	25	-2	2	0	0.4	-2	7
CC(Sc1nc(-c2ccccc2)cc(C(F)(F)F)n1)C(=O)NCCN1CCOCC1 (stereo unspecified)	23	114	-8	113	18	-4	-7	-7	1.8	-6	9
O=C(O)c1ccc(-n2cccc2/C=C2/NC(=O)N(c3cccc(Cl)c3)C2=O)cc1	-1	97	-4	86	10	1	0	0	-0.9	0	13
O=C(CN1CCN(c2ccccc2)CC1)NC(=O)NCc1ccco1	3	94	-2	93	10	-9	-3	-6	2.0	2	5
